POLB inh: blocks human DNA polymerase beta activity; P06746; Pol beta primer extension/strand displacement, fluorescence kinetic; Potency, µM (highest dose often 114 µM), without a hit: at the top dose activity change, negative = inhibition, actives largely listed as inhibitors; hit rate 1.3% among 340,000; AID 485314; further: on the % scale 0 is the no-effect control and ±100 the full control effect
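Preincubation: enzyme (10 nM) with compound, 15 min, RT. Reaction: substrate added to 50 nM final. Reads: 0 and 10 min. Analysis: normalized, Hill fit.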
POLI inh: inhibitors of human DNA polymerase iota; Q9UNA4; Pol iota fluorescent replication assay, 10 min; Potency, µM (doses to about 115 µM), inactives show top-dose activity, negative = inhibition, most hits filed as inhibitors; hit rate 1% among 390,000; AID 588590
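Fluorescent replication assay read twice, at 0 min and 10 min after adding 50 nM (final) substrate. Enzyme (10 nM) and compounds were first incubated 15 min at room temperature; enzyme-free buffer wells were negative controls.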
BLM helicase inh: inhibitors of human Bloom syndrome helicase BLM; P54132; recombinant BLM DNA unwinding, fluorescence dequenching; Potency, µM (top dose mostly 56.1 µM), for inactives: top-dose activity change, negative = inhibition, hits mostly inhibitors; hit rate 0.2% among 350,000; AID 2528;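 further: plate controls were vehicle for no effect and no enzyme for full effect; nearly all actives have a fitted effect of over 35% in size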
APEX1 inh: APE1 (human) endonuclease inhibition | P27695 | Potency, µM (doses to about 65.8 µM), without a hit: at the highest dose activity change, negative = inhibition, actives largely listed as inhibitors | hit rate 0.35% among 350,000 | recombinant APE1, TAMRA/BHQ-2 abasic DNA cleavage fluorescence;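 further: plate controls were vehicle for no effect and reference inhibitor for full effect; nearly all actives have a fitted effect of over 55% in size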
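Endonuclease cleavage of a quenched abasic-site DNA duplex (50 nM) by APE1 (0.75 nM) was tracked by TAMRA dequenching. Compounds were preincubated with enzyme 15 min at room temperature; data normalized to buffer-only and DMSO wells plus NSC13755 control.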
POLH inh: DNA polymerase eta (human) inhibition; hit rate 1.2% among 390,000; Potency, µM (highest dose often 114 µM), without a hit: at the highest dose activity change, negative = inhibition, usual class: inhibitors; Q9Y253; recombinant Pol eta, fluorescent DNA replication assay; further: on the % scale 0 is the no-effect control and ±100 the full control effect
Target sequence (Q9Y253 whole entry, looked up): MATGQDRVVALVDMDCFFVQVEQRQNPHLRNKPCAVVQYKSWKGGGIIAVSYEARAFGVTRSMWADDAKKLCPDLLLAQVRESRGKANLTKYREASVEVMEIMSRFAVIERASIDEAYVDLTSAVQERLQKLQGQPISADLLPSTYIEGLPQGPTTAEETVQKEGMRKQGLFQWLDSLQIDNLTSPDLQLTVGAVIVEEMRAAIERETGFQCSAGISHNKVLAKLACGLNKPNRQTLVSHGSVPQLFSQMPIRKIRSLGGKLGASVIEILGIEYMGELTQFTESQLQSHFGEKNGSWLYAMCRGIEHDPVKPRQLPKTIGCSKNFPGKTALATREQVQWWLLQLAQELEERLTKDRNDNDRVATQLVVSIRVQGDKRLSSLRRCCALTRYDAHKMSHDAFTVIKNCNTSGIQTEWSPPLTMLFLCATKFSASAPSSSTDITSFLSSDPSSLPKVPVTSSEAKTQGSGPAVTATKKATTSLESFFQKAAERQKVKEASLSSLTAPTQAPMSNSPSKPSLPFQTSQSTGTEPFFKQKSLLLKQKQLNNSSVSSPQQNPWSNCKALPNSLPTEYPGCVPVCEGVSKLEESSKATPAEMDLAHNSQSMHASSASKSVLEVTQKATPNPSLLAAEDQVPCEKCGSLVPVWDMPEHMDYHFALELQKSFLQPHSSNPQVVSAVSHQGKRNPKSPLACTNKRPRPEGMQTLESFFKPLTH
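Fluorescent replication assay: 50 nM final substrate added after a 15 min room-temperature compound preincubation with 10 nM enzyme. Signal taken at 0 min and again at 10 min.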
POLK inh: DNA polymerase kappa (human) inhibition | Q9UBT6 | hit rate 0.53% among 400,000 | AID 588579 | Potency, µM (series often up to 107 µM), for inactives: at the top dose activity, negative = inhibition, most hits filed as inhibitors | purified Pol kappa, fluorescent DNA synthesis assay, 10 min; further: on the % scale 0 is the no-effect control and ±100 the full control effect
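Enzyme at 10 nM met test compounds for 15 min at room temperature. Substrate addition (50 nM final) began the reaction, which was monitored by fluorescence at 0 and 10 min.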
G9a inh: blocks human histone lysine methyltransferase G9a; hit rate 8.8% among 350,000; G9a H3K9 monomethylation, AlphaScreen, 2 h; Potency, µM (series often up to 102 µM), without a hit: at the top dose activity, negative = inhibition, usual class: inhibitors; Q96KQ7; further: on the % scale 0 is the no-effect control and ±100 the full control effect; nearly all actives have a fitted effect of over 75% in size
Target sequence (Q96KQ7 913-1193 limits assumed): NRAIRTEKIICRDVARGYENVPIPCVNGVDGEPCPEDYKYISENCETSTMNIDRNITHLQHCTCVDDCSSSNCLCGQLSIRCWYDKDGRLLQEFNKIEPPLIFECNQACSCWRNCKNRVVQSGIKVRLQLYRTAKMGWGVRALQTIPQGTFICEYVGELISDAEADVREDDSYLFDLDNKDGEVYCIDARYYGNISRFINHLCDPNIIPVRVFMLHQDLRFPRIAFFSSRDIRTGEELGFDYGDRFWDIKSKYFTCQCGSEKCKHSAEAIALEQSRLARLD
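Quantitative HTS format: methyltransferase activity on a biotin-tagged H3K9 peptide is measured by AlphaScreen, using a rabbit anti-monomethyl-H3K9 antibody with streptavidin donor and anti-IgG acceptor beads. Final levels are 20 nM enzyme, 500 nM peptide, 20 uM SAM; 2 h RT.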
Anesthetic bind: candidate novel general anesthetic via apoferritin binding; Potency, µM (series often up to 77.5 µM), inactives show top-dose activity change, negative = displacement, most hits filed as inhibitors; P02791; apoferritin/1-aminoanthracene competitive binding, fluorescence; AID 485281; hit rate 0.074% among 350,000; further: on the % scale 0 is the no-effect control and ±100 the full control effect; nearly all actives have a fitted effect of over 20% in size
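Read-out: endpoint 1-AMA fluorescence, excitation 380 nm and emission 535 nm, after compounds sit 10 min at room temperature with 10 uM horse-spleen apoferritin in 50% saturated 1-AMA/PBS. Values come from four-parameter Hill fits.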
BAZ2B block: inhibitors of human BAZ2B bromodomain; Q9UIF8; AlphaScreen BAZ2B-H3K14Ac peptide displacement; Potency, µM (doses to about 114 µM), for inactives: at the top dose activity change, negative = inhibition, hits mostly inhibitors; hit rate 4.4% among 360,000; further: on the % scale 0 is the no-effect control and ±100 the full control effect; nearly all actives have a fitted effect of over 60% in size
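Protein-peptide AlphaScreen: BAZ2B 50 nM, b-H3K14Ac 50 nM, 1x PBS pH 7.4 + 0.01% Tween-20. Preincubation 30 min RT; cpd 30 min RT (top 110 uM); beads 20 min RT, light-protected.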
Starred values were filed as active, the others as inactive; ? = inconclusive; · = not tested or not shown; [ ] = remark or other dose. The call rests on the fitted dose curve; in most records, active means well fitted curve in the direction sought with a large enough effect; inconclusive means small, poorly fitted or top-dose-only effect, or another doubt; inactive means no such curve, though single readings can be large; an effect the other way counts as inactive or inconclusive. Potency means the concentration at half of the fitted maximal effect. A portion of the library; count on the stated rates, not on these rows.

Screens in order – POLB inh	POLI inh	BLM helicase inh	APEX1 inh	POLH inh	POLK inh	G9a inh	Anesthetic bind	BAZ2B block
- CC(C)CC(C(=O)OCC(=O)c1c(N)n(C)c(=O)n(C)c1=O)N1C(=O)c2ccccc2C1=O (configuration not stated)
 : 5%	26%	-2%	22%	-17%	-9%	11µM*	?	-29%
- O=C(CC(=O)c1ccccc1)Nc1cc(C(F)(F)F)ccc1Cl
 : 3%	4%	-9%	7%	-19%	-17%	41%[59 µM]	?	-11%
- Nc1cc(=O)[nH]n1C1CCCC1
 : -19%	38%[activator]	0%	-3%	1%	-8%	20%	-2%	6%
- Cn1ccsc1=NC(=O)c1ccc(S(=O)(=O)C(F)F)cc1
 : 10%	4%	-6%	1%	0%	-8%	1%	-7%	-6%
- Cc1nn(-c2ccccc2)c2c1C(=O)N(Cc1ccccc1)C(=O)C(C)(C)C2
 : 0%	-6%	-6%	-6%	-20%	-8%	-19%	-6%	3%[57.1 µM]
- CCC1=Nc2cc(C(=O)N3CCCCC3)ccc2Sc2ccc(C)cc21
 : -8%	17%	-3%	-14%	-10%	-6%	?	?	-32%
- COc1ccc(CCNC(=O)CCc2c(C)nc3c(c(C)nn3-c3ccc(C)cc3)c2C)c(OC)c1
 : -19%	8%	-2%	·	-14%	-14%	-41%[59 µM]	0%	-4%
- CCCCn1c(N)c(N(CCOC)C(=O)c2ccc3c(c2)OCCO3)c(=O)[nH]c1=O
 : ·	21%	·	-6%	-13%	-4%	-2%	·	8%
- Cc1ccc2sc(N(CCCN(C)C)C(=O)c3ccc(S(=O)(=O)N4CCc5ccccc5C4)cc3)nc2c1C
 : ·	65%[activator]	·	-11%	2%	-15%	?	·	-13%
- Cc1ccc2c(=O)cc(C(=O)Nc3ccc(S(=O)(=O)N4CCC(C)CC4)cc3)oc2c1C
 : 26%	-9%	-1%	·	-4%	-4%	-15%[59 µM]	-4%	-3%
- Cc1ccc(S(N)(=O)=O)cc1NC(=O)/C=C/c1cccs1
 : 3%	10%	1%	-1%	?	-2%	54%[activator][59 µM]	-15%	-21%
- CCCC(C(=O)O)n1c(O)c(C=C2N=c3ccccc3=N2)sc1=S (configuration not stated)
 : 1%	19%	-2%	1%	14%	-12%	?	-9%	-32%
- CCOC(=O)c1cc(S(=O)(=O)NCCc2ccccc2)cn1C
 : -1%	15%	-3%	-4%	3%	-9%	·	-12%	-10%
- c1ccc(Nc2ncncc2-c2ccc3c(c2)OCO3)cc1
 : ·	·	3%	-5%	·	-5%[60.1 µM]	2%[0.501 µM]	·	·
- COc1ccc(C(=O)NNC2=NC(C)(C)Cc3ccccc32)cc1
 : -18%	15%	-3%	-4%	-11%	1%	-6%[59 µM]	-15%	-3%
- COc1ccccc1N1CCN(c2ncnc3c2cnn3-c2cc(Cl)ccc2C)CC1
 : 1%	5%	-8%	·	-8%	-4%[60.1 µM]	-26%[59 µM]	2%	-17%
- CCCCc1cc(=O)oc2cc(C)c3c(C(C)(C)C)coc3c12
 : 4%	6%	-5%	·	-20%	-15%	-36%[59 µM]	-2%	-20%
- Cn1nccc1C(=O)Nc1ccc2c(c1)OCCO2
 : 8%	3%	-4%	4%	-8%	-5%[60.1 µM]	2%	-8%	0%
- CCN(CC)c1nc2c(c(=O)[nH]c(=O)n2C)n1Cc1ccccc1
 : 2%	3%	2%	2%	-8%	4%	44%	-5%	-4%
- C[C@H](CO)N1C[C@H](C)[C@@H](CN(C)S(C)(=O)=O)Oc2ccc(NC(=O)Nc3ccccc3)cc2C1=O
 : ·	-8%	·	-4%	-8%	0%	·	·	·
- Cc1ccc(NC(=O)CC2OC(=O)c3ccccc32)cc1S(=O)(=O)N1CCOCC1 (configuration not stated)
 : ·	3%	·	-16%	-5%	-6%	24%[12.7 µM]	·	12%
- CCc1ccc(NCc2cc3cc4c(cc3n(CC(=O)Nc3ccc(F)cc3)c2=O)OCCO4)cc1
 : 83%	55%[activator]	-4%	·	-6%	8%	?	208%[activator]	-24%
- O=C(Cn1c(=O)n(Cc2ccc3c(c2)OCO3)c(=O)c2ccccc21)Nc1cccc(Cl)c1
 : -25%	28%	-5%	·	-19%	7%	-1%[59 µM]	0%	-1%
- Cc1csc(SCc2nc3scc(-c4ccccc4)c3c(=O)[nH]2)n1
 : -2%	169%[activator]	-5%	13%	-1%	-2%	-2%	-14%	-37%
- CCCCn1cnc2c(c(-c3ccccc3)c(-c3ccccc3)n2Cc2ccco2)c1=N
 : 42%	134%[activator]	3%	9%	-13%	-15%	·	-15%	?
- Cn1c(=O)c2c3c(sc2n2c(SCC(=O)c4ccccc4)nnc12)COC(C)(C)C3
 : 9%	·	-3%	1%	·	·	7%	-13%	9%
- O=C(CNC(=O)c1ccc(Cl)cc1Cl)OCN1C(=O)c2ccccc2C1=O
 : ·	-17%	·	-2%	2%	-19%	-6%	·	16%
- COc1ccccc1OCCn1ccnc1
 : 15%	154%[activator]	-6%	0%	-13%	-9%	·	-6%	?
- O=C(CCNC(=O)c1ccccc1Cl)Nc1nc(-c2ccccc2Cl)cs1
 : -1%	11%	-7%	0%	-15%	-1%	-13%	-7%	-8%
- Cc1ccc(-c2nc(CS(=O)CC(=O)NCc3ccc4c(c3)OCO4)c(C)o2)cc1 (configuration not stated)
 : 17%	?	2%	4%	-2%	-2%	?	?	-32%

An excerpt from above, limited to POLH inh:
SMILES	POLH inh
CCc1ccc(NCc2cc3cc4c(cc3n(CC(=O)Nc3ccc(F)cc3)c2=O)OCCO4)cc1	-6%
O=C(Cn1c(=O)n(Cc2ccc3c(c2)OCO3)c(=O)c2ccccc21)Nc1cccc(Cl)c1	-19%

More compounds follow:
Screens in order – POLB inh	POLI inh	BLM helicase inh	APEX1 inh	POLH inh	POLK inh	G9a inh	Anesthetic bind	BAZ2B block
- O=[N+]([O-])c1cc(/C=N/n2c(-c3cccnc3)n[nH]c2=S)ccc1Cl
 : 5.6µM*	?	-15%	0%	20µM*	?	1.3µM*	-2%	?
- CC1(C)Cc2c(sc(NC(=O)COc3ccc(Cl)cc3)c2C(N)=O)C(C)(C)N1
 : 12%	10%	-2%	-10%	-22%	5%	·	-3%	4%
- Cc1c(C(=O)NCc2ccc(Cl)cc2)oc2ccc3c(c12)C(=O)CC(C)(C)O3
 : 1%	-2%	-9%	·	·	-20%	-45%[59 µM]	-10%	-3%
- COc1ccc(-c2nc(N3CCN(C)CC3)sc2-c2ccc(OC)cc2)cc1
 : -21%	21%	-10%	53%[activator][12.4 µM]	-22%	1%	14µM*	-2%	28µM*
- COc1ccc(/C=C2/CCCC(C(=O)C(F)(F)F)=C2O)cc1OC
 : 27%	?	-10%	2%	-13%	-12%	·	-7%	-14%
- CC1=C(C#N)C(NC(=O)C2CCCCC2)(C(F)(F)F)C(=O)N1 (configuration not stated)
 : 34%	-13%	2%	-2%	-1%	-6%	40%[59 µM]	-6%	-34%
- CCn1c(=O)cc(SCC(=O)Nc2cc(OC)c(OC)c(OC)c2)c2ccccc21
 : -1%	9%	-3%	-4%	-21%	0%	0%	?	-5%
- CCc1c(C)c(C#N)c2nc3ccccc3n2c1NCc1ccco1
 : 3%	19%	-6%	18%	?	-10%	-4%	80%[activator]	18%
- Nc1n[nH]c(C2CCCCC2)n1
 : -10%	37%[activator]	3%	1%	-19%	7%	11%	-5%	-15%
- O=C(CSc1nnc(-c2cccs2)n1-c1ccccc1)N1CCCc2ccccc21
 : -30%	1%	-14%	2%	-8%	4%	13%	5%	-4%
- CC(=O)NCCc1ccc(C(=O)COC(=O)c2cccn2C)cc1
 : ·	-26%	·	8%	-2%	-21%	·	·	·
- Cc1ccc(C(=O)O)cc1NC(=S)NC(=O)c1ccc(-c2ccccc2)cc1
 : 1%	?	-6%	-4%	-9%	-16%	14µM*	-20%	-32%
- COc1ccc(C(=O)Nc2ccc(NC(=O)c3cccs3)c(OC)c2)cc1Cl
 : 9%	134%[activator]	-1%	-6%	-19%	-12%	8%	-2%	-13%
- NC(=O)c1cnn(C2CCS(=O)(=O)C2)c1 (configuration not stated)
 : 0%	14%	-3%	-5%	3%	-20%	11%	-1%	-2%
- Cc1cc(C)cc(NC(=O)CNC(c2ccccc2)c2ccccc2)c1
 : 1%	7%	-11%	0%	-5%	-15%	23%	-12%	0%
- CSc1cccc(NS(=O)(=O)c2ccc(-c3coc(C)n3)cc2)c1
 : 6%	28%	-6%	-22%	-14%	2%	·	-20%	?
- COc1ccc(NC(C)=O)cc1S(=O)(=O)N1CCn2cccc2C1C (configuration not stated)
 : ·	8%	·	14%	-3%	-14%	-13%[12.7 µM]	·	-33%
- COC(=O)Cc1[nH]nc2c1C(C1C=CCCC1)C(C#N)=C(N)O2 (configuration not stated)
 : -23%	?	-4%	-1%	?	-11%	40%[activator][12.7 µM]	-6%	11%
- C=CCNC(=S)Nc1cccc(N)c1
 : 0%	-9%	-5%	9%	5%	-7%	·	-5%	-12%
- COC(=O)CCN(C(=O)c1cc(OC)c(OC)c(OC)c1)c1ccccn1
 : 30%	33%[activator]	1%	-2%	2%	2%	-37%	-3%	12%
- O=c1[nH]ncn1-c1ccc(Br)cc1
 : 39%	35%[activator]	-6%	-1%	-16%	-7%	?	-8%	1%
- CC(C)c1onc(C(=O)NCc2cccs2)c1[N+](=O)[O-]
 : 37%	21%	1%	16%	-20%	10%	7%	-9%	13%
- Cc1ccc2sc(-c3ccc(N)cc3)nc2c1
 : 3%	-6%	-2%	·	-19%	0%	?	182%[activator]	7%
- CC(=O)c1ccc(OCc2cc(C(=O)N(C)Cc3ncc(C)[nH]3)no2)cc1
 : ?	37%[activator]	0%	-15%	-15%	-4%	?	-8%	-12%
- CC(=O)NC1=NN(C(C)=O)C(C)(CS(=O)(=O)c2ccc3ccccc3c2)S1 (configuration not stated)
 : -1%	-10%	2%	3%	-15%	5%	14%[59 µM]	0%	-4%
- Cc1ccc(NC(=O)CSc2nc3ccccc3nc2N2CCCC2)cc1
 : -17%	-5%	-8%	18%	-26%	-6%	32%[activator]	-13%	41%[activator]
- COc1cccc(NC(=O)CN(C)C(=O)c2ccc(-c3ccccc3Cl)o2)c1
 : 0%	1%	-6%	33%	-16%	-7%	-19%	?	-37%

Source: PubChem BioAssay
